MITF inh = MITF inhibitors, primary screen, biochemical, AlphaScreen, human; inhibition, % at 2.6 µM; AlphaScreen MITF homodimerization, bead proximity signal; AID 1259374, 2018; actives 0.91% (n = 650,000); in the data active means inhibition above about 50%;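 further: 0% = vehicle wells with protein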
Target sequence (O75030 whole entry, looked up): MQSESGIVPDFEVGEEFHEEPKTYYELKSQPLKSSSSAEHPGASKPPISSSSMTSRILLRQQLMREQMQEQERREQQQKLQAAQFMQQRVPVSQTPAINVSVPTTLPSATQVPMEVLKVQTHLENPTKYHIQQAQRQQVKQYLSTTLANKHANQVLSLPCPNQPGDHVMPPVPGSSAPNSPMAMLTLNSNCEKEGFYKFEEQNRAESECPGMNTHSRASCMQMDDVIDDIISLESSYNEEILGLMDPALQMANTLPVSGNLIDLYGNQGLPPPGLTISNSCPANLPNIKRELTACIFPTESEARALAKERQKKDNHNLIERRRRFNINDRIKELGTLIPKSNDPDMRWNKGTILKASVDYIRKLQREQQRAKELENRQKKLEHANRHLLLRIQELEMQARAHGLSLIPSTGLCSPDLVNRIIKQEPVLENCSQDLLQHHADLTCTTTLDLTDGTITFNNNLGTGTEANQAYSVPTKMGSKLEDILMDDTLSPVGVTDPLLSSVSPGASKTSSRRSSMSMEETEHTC
GPR151 ag = activators of human GPR151, primary screen, cell-based, PathHunter beta-arrestin, luminescence; PathHunter beta-arrestin GPR151 cells; activation, % at 11.2 µM; G-protein coupled receptor 151 (Homo sapiens), Q8TDV0; AID 1508602, 2020; actives 1% (n = 650,000); in the data active means activation above about 4.9%;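 further: 0% = median of compound wells and 100% = cells with positive control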
Target sequence (Q8TDV0 whole entry, looked up): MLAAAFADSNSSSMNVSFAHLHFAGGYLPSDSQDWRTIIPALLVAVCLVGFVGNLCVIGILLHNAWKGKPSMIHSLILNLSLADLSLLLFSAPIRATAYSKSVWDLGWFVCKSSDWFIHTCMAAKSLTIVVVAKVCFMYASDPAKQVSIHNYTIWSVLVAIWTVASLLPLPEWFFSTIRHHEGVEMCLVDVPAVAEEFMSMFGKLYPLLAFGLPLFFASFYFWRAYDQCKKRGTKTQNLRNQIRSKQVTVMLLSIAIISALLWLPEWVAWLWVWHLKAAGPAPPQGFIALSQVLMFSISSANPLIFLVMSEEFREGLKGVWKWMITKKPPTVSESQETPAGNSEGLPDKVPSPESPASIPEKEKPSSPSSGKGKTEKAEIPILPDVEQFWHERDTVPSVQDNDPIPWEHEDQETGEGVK
TEAD-YAP inh = TEAD-YAP interaction inhibition, primary screen, TEAD-YAP interaction inhibitor project, luminescence, HEK-TIYL cells; TEAD-Gal4/YAP UAS-luciferase luminescence; inhibition, % at 9.12 µM; actives 1.4% (n = 640,000); AID 1259422, 2018; in the data active means inhibition above about 32%;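 further: 0% = median of test compound wells and 100% = reference inhibitor wells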
FBW7 activator = FBW7 E3 ligase activators, primary screen, biochemical, AlphaScreen, human; normalized activity (activation), % at 26.1 µM; actives 0.13% (n = 650,000); AlphaScreen FBW7–phospho-cyclin E peptide binding, activator screen; F-box/WD repeat-containing protein 7 (Homo sapiens), Q969H0; in the data active means normalized activity above about 1.9%;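 further: purified mutant Fbw7 with reduced substrate affinity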
* hit, by the source's call; / = not tested or not shown; & = joins results of further samples; ! = not active in a repeat. Some of the compounds tested; rates above refer to the full screens.

SMILES	MITF inh	GPR151 ag	TEAD-YAP inh	FBW7 activator
c1cc2cc(N3CCNCC3)ccc2cn1	-2.6&12.4	0.4&-0.1	-1.6	0.3
CC(=O)C1CCC2C3CCC4C[C@H](O)CCC4(C)C3C[C@H](O)C12C (stereo not given in full)	-11.2	0.6	-4.6	-0.1
COc1ccccc1N1C(=O)NC(=O)/C(=C\C=C\c2ccccc2)C1=O	-0.4	0.9	2.9	-0.1
C=C1CC2C(CC[C@]3(C)C(=O)CCC23)[C@@]2(C)C=CC(=O)C=C12 (stereo not given in full)	-4.1	-0.9	-9.8	0.0
Cc1cccc(CN2CCN3C(=O)[C@@H](C(C)C)NC(=O)[C@H]3C2)n1	22.1	2.2	1.7	-0.5
COc1ccc(CNCCc2ccccc2F)c(OC)c1	32.2	2.4	-6.6	0.1
Cc1cc(-n2c(/C=C/c3ccc(Br)cc3)nc3ccccc3c2=O)ccc1Br	-5.1	-0.1	-2.1	0.0
CCN1CCN(Cc2ccc(OC)cc2OC)CC1	5.8	0.0	-5.2	-0.1
O=C(OCC(=O)c1ccc([N+](=O)[O-])cc1)/C(=C/c1ccc(Cl)cc1)NC(=O)c1ccccc1	-4.5	1.8	4.7	-0.1
c1cc2c(cc1NC1=NCCCS1)OCCO2	2.1	-1.0	-29.9	-0.1
CCCCn1c(=O)c(C(=O)Nc2nc3ccccc3s2)c(O)c2ccccc21	1.4	1.1	8.0	0.1
CC(=O)Nc1ccc(C=C(C#N)C#N)cc1	13.3	0.8	4.4	0.9
COc1ccc(-n2c(C)cc(/C=C3/C(=O)NC(=O)N(Cc4ccco4)C3=O)c2C)cc1	-2.4	2.8	-5.6	-0.1
COc1ccccc1CN1CCN(C(=O)COc2ccccc2)CC1	38.7	-0.8	5.1	-0.2
COc1ccccc1N1CCNCC1	17.1	-0.2	6.1	0.0
CCOC(=O)C1=C(N)OC2=C(C(=O)CCC2)C12C(=O)N(CC(N)=O)c1ccccc12 (stereo not given)	-1.4	-0.8	19.5	0.1
O=C1CC(c2ccccc2F)CN1 (stereo not given)	-16.5	-0.4	1.6	0.0
CN(C)CCNc1ccc([N+](=O)[O-])c2cnccc12	8.2	0.1	25.9	-0.2
O=C(Nc1ccc(S(=O)(=O)N2CC3CC(C2)c2cccc(=O)n2C3)cc1)C1CC1 (stereo not given)	-4.2	0.9	2.3	0.1
COc1ccc(Cc2nccc3cc(OC)c(OC)cc23)cc1OC	6.2&20.2&18.7&12.9&10.4	5.8*!	3.8&20.8&-0.1&-3.4	0.1&0.1&0.1&0.1&0.1
COC(=O)C1=C(N)OC(C)=C(C(=O)OC(C)C)C12C(=O)Nc1ccccc12 (stereo not given)	3.9	0.5	1.0	0.0
COc1ccc(Cl)cc1-n1c(/C=C\c2ccc(F)c(F)c2)nc2ccccc2c1=O	2.5	-1.8	-3.0	-0.1
C=CCN1C(=O)C2(C(C(C)=O)=C(C)OC(N)=C2C(=O)OCC)c2ccccc21 (stereo not given)	11.2	-1.0	3.2	0.5
CN1C(=O)C2(c3ccccc31)C(C(=O)N1CCC3(CC1)OCCO3)CC1CCCN12 (stereo not given)	-6.5	-3.3	-3.4	0.2
N#CC1=C(N)Oc2c(c(=O)oc3ccccc23)C1c1cccc(Cl)c1Cl (stereo not given)	5.2	-1.0	13.5	0.2
O=C(CN1CCOCC1)Nc1ccc(Br)cc1C(=O)c1ccccc1Cl	-5.8	-0.3	-0.6	-0.1
CN1CCN(Cc2cccc(Cl)n2)CC1	-1.4	0.0	1.3	-0.2
CN(CC(=O)Nc1ccc(C#N)c(Cl)c1)CC(=O)Nc1ccccc1Br	5.2	0.2	5.0	0.1
FC1CC2C(Br)C1NC2(C(F)(F)F)C(F)(F)F (stereo not given)	-0.5	-0.4	-7.2	0.1
COc1cc(C=C(C#N)C#N)cc(I)c1O	-2.7	0.0	-9.6	-0.1
COc1cc(/C=C2\C(=O)NC(=O)N(c3cc(C)ccc3C)C2=O)ccc1O	-6.9	1.8	2.6	0.1
CCC(C)(C)n1nnnc1CN1CCC(n2nnc3cc(F)ccc32)CC1	8.4	-0.2	8.8	0.3
CC(C)N(CCC(C(N)=O)(c1ccccc1)c1ccccn1)C(C)C (stereo not given)	8.7&9.0&21.3&3.7&6.2	0.8&-0.8&-1.3&2.2&2.4	2.9&0.3&12.2	-0.1&0.2&0.1&-0.1&0.0
COc1ccc2c(c1)C13CCCC[C@@H]1C(C2)N(C)CC3 (stereo not given in full)	-17.1	-1.3	-3.8	0.8
CCN(CC)C(=O)c1ccc(NC(=O)c2ccc(NC(=O)c3cccc(C)c3)cc2)cc1	0.6	-0.6	6.5	0.4
O=C(c1ccccc1)c1cc(Cl)ccc1NC(=O)c1cc2ccccc2oc1=O	10.4	-0.2	0.1	-0.1
CC(C)CN1CCN(Cc2cccc(F)c2F)CC1CCO (stereo not given)	10.4	0.1	8.1	0.2
CC(C)CCn1c(=O)c(C(=O)NCc2ccccc2Cl)c(O)c2ccccc21	18.4	-0.4	4.2	0.1
CCOC(=O)C1(C#N)C2C=CC(C2)C1c1ccc(N(C)C)cc1Br (stereo not given)	3.8	0.0	-9.9	-0.2
N#CC1=C(N)Oc2c(c(=O)oc3ccccc23)C1c1ccccc1OCc1ccccc1Cl (stereo not given)	0.9	-1.2	-5.7	-0.1

Next section; it opens with the six that closed the last part.
SMILES	MITF inh	GPR151 ag	TEAD-YAP inh	FBW7 activator
CCN(CC)C(=O)c1ccc(NC(=O)c2ccc(NC(=O)c3cccc(C)c3)cc2)cc1	0.6	-0.6	6.5	0.4
O=C(c1ccccc1)c1cc(Cl)ccc1NC(=O)c1cc2ccccc2oc1=O	10.4	-0.2	0.1	-0.1
CC(C)CN1CCN(Cc2cccc(F)c2F)CC1CCO (stereo not given)	10.4	0.1	8.1	0.2
CC(C)CCn1c(=O)c(C(=O)NCc2ccccc2Cl)c(O)c2ccccc21	18.4	-0.4	4.2	0.1
CCOC(=O)C1(C#N)C2C=CC(C2)C1c1ccc(N(C)C)cc1Br (stereo not given)	3.8	0.0	-9.9	-0.2
N#CC1=C(N)Oc2c(c(=O)oc3ccccc23)C1c1ccccc1OCc1ccccc1Cl (stereo not given)	0.9	-1.2	-5.7	-0.1
CN1C(=O)NC(=O)/C(=C/c2ccc(-c3ccc([N+](=O)[O-])cc3)o2)C1=O	12.3	3.3	7.8	-0.2
COc1ccccc1N=C1SCCCN1C	3.4	-1.1	11.1	1.0
N=C1c2ccccc2CN1NC(=O)c1ccccc1	6.6	0.3	-0.8	0.2
CCOP(OCC)C(Nc1ccccc1)c1ccccc1 (stereo not given)	2.5	0.0	7.2	0.1
O=c1oc2ccccc2c(O)c1C(c1ccc([N+](=O)[O-])cc1)c1c(O)c2ccccc2oc1=O	-15.3	0.8	3.1	-0.1
O=c1c2ccccc2nc(/C=C/c2ccccc2F)n1-c1cccc(O)c1	10.6	0.7	0.1	-0.1
CCN(CC)c1cc(N2CCNCC2)c([N+](=O)[O-])cc1F	-5.5	0.5	-3.5	-0.3
CSc1ccccc1NC(=O)CN(C)CC(=O)Nc1ccc(C#N)c(Cl)c1	82.2*	-0.7	-3.7	-0.2
COc1cc(C=O)ccc1OP(=S)(c1ccncc1)C(C)(C)C (stereo not given)	-1.5	1.1	4.2	-0.1
CNC(=O)C1CN(CCc2c[nH]c3ccccc23)CCN1S(C)(=O)=O (stereo not given)	-2.2	1.2	-5.3	0.0
CC(=O)OC1CN2CCC1CC2 (stereo not given)	8.2	0.4	/	0.0
Cc1nc2ccc(NC(=O)CN3C4CCC3CC(O)(c3ccco3)C4)cc2[nH]1 (stereo not given)	-2.6	3.3	-8.3	-0.1
CC(c1ccccc1F)n1cc(C(=O)NC2CC2)nn1 (stereo not given)	-9.2	-0.5	-1.4	0.1
CCC(C)C(NC(=O)C(CCCN=C(N)N[N+](=O)[O-])NC(=O)OCc1ccccc1)C(=O)NC(CC(=O)OC(C)(C)C)C(=O)O (stereo not given)	-10.5	0.0	9.6	0.5
O=C(c1ccccc1)c1cc(Br)ccc1NC(=O)c1c(F)cccc1F	7.5	2.2	1.0	0.0
O=C(COc1ccccc1F)N1CCN(Cc2nc3ccccc3n2Cc2ccccc2)CC1	1.0	-0.5	-1.1	-0.2
C/C(=N/O)c1c(C)[nH]c2ccccc12	-1.4	-0.8	-6.7	-0.1
CC1CCC(N2CCN(C(=O)COc3ccccc3)CC2)CC1 (stereo not given)	43.2	0.4	-1.6	0.0
Cc1nn(CC(C)C)c(Cl)c1C(=O)O	-13.6	1.9	0.6	0.0
CC1(C)C(C(=O)Nc2cc(Cl)ccn2)C1(C)C	26.5	0.5	-2.6	0.7
OCC#CC[N+]1(CC#Cc2ccccc2)CCCC1	-18.8	0.4	-9.8	0.0
O=C(C1CCCO1)N1CCC2(CC1)OCCO2 (stereo not given)	3.1	-1.2	-12.3	-0.1
CC(C)CN1CCN(Cc2cccc3c2OCO3)CC1CCO (stereo not given)	-17.3	-0.7	5.1	0.1
CN1CCN(Cc2cc3c(cc2Cl)OCO3)CC1CCO (stereo not given)	-3.4	1.9	-9.7	-0.2
NCCCC[C@@H]1NC(=O)[C@H]2CN(Cc3ccccn3)CCN2C1=O	17.7	1.1	7.2	0.5
O=C(NC1CCCCC1)c1cc2ccccc2oc1=O	6.1	-0.7	-3.9	-0.1
Cc1c(CCN)c2cccc3c2n1CC3	35.7	0.0	9.8	0.0
COCCOC(=O)C1=C(C)OC(N)=C(C(=O)OC(C)C)C12C(=O)Nc1ccccc12 (stereo not given)	1.7	-1.6	4.5	0.2
COc1cccc([C@H](C)NC(=O)c2cn(CCN3CCCC3)c3cc(-c4cn[nH]c4)ccc23)c1	15.9	11.3*	-3.0	0.0
O=C(c1ccccc1)c1cc(Cl)ccc1NC(=O)C1C2CC3OC(=O)C1C3C2 (stereo not given)	4.6	0.7	16.6	0.0
CC(=O)CC(c1ccc(Cl)cc1)c1c(O)c2ccccc2oc1=O (stereo not given)	9.5	0.1	4.4	0.1
Cc1sc(-n2c(C)cc(C=C3C(=O)NC(=S)NC3=O)c2C)c(C#N)c1C	23.1	-0.4	-5.7	-0.2
CN(CCc1nnc(N)s1)[N+](=O)[O-]	7.7	-0.3	11.7	1.7
CCNc1cc(N2CCN(C)CC2)ccc1[N+](=O)[O-]	-2.5	0.4	4.8	-0.4
COCCOC(=O)C1=C(N)OC(C)=C(C(=O)OC)C12C(=O)Nc1ccccc12 (stereo not given)	-4.9	-0.5	-9.8	-0.1
Cn1cc(C(=O)c2ccccc2)c2ccccc21	17.0	3.4	2.4	0.1
Cc1ccc(-n2c(/C=C/c3ccccc3O)nc3ccccc3c2=O)cc1	-3.0	1.0	16.9	0.1
Cc1ccc(-n2c(C)nc3cc([N+](=O)[O-])ccc3c2=O)cc1	4.4	0.3	-3.5	-0.1
CC(C)n1[nH]c(=O)c2c1NC(=O)CSC2c1ccc([N+](=O)[O-])cc1 (stereo not given)	3.1	-0.1	14.6	0.2
O=C(CC1CN2CCC1C(c1ccccc1)C2)c1ccccc1 (stereo not given)	1.8	2.8	8.9	-0.1

In the list so far, 2 contain a COOH group:
SMILES	MITF inh	GPR151 ag	TEAD-YAP inh	FBW7 activator
CCC(C)C(NC(=O)C(CCCN=C(N)N[N+](=O)[O-])NC(=O)OCc1ccccc1)C(=O)NC(CC(=O)OC(C)(C)C)C(=O)O (stereo not given)	-10.5	0.0	9.6	0.5
Cc1nn(CC(C)C)c(Cl)c1C(=O)O	-13.6	1.9	0.6	0.0

(cont.)
SMILES	MITF inh	GPR151 ag	TEAD-YAP inh	FBW7 activator
CCOC(=O)C1C(=O)N(C)C2(C)CC1c1cc(OC)ccc1O2 (stereo not given)	-14.1	-0.8	0.2	-0.1
COC(=O)c1c(OCCCN(C)C)cc(=O)n2c1CCN(C(=O)C1C(C)(C)C1(C)C)CC2	-5.8	0.8	-3.5	0.4
COc1cccc(CNC(=O)c2cn(CCN3CCCC3)c3cc(-c4cn[nH]c4)ccc23)c1	0.6	-0.8	-15.5	-0.1
O=C(Nc1ccc(F)c(F)c1F)c1cccn(Cc2ccccc2F)c1=O	9.7	-0.8	5.4	0.8
O=C(Nc1ccccc1Cl)OC1CN2CCC1CC2 (stereo not given)	-9.8	0.5	-13.5	0.0
O=Cc1cn(Cc2ccccc2)nc1-c1ccccc1	0.8	-0.4	-27.2	-0.1
S=P(Oc1ccc(Br)cc1)(c1ccccc1)c1ccccc1	-15.6	-0.9	-5.8	0.1
CC(N=Cc1c(O)[nH]c(=O)[nH]c1=O)c1ccccc1 (stereo not given)	0.6	0.0	7.9	0.0
N#CC1=C(N)Oc2c(c(=O)oc3ccccc23)C1c1ccc(OC(=O)N2CCOCC2)cc1 (stereo not given)	8.4	-0.7	0.7	0.3
O=[N+]([O-])c1cccc(C2NCc3ccccc3-n3cccc32)c1 (stereo not given)	15.2	-1.2	12.1	0.0
COc1ccc2[nH]cc(/C=C/[N+](=O)[O-])c2c1	5.9	-0.6	-24.4	-0.8
N#CC1=C(N)Oc2c(c(=O)oc3ccccc23)C1c1ccoc1 (stereo not given)	17.2	1.4	-4.3	0.0
CC(Oc1cccc(Cl)c1)C(=O)O (stereo not given)	-54.3	1.8	-8.7	0.0
COc1ccc(CC(=O)N2CCN(Cc3csc(-c4ccccc4)n3)CC2)cc1OC	-4.8	2.0	22.6	-0.1
Cc1c(C(=O)C(=O)N2CCC3(CC2)OCCO3)c2ccccc2n1C	-2.8	-0.5	4.7	-0.1
C/C(=N\N/C(N)=N/[N+](=O)[O-])c1ccccc1	-33.1	-1.3	-15.5	-0.1
COc1ccc(CN2CCN(c3ccc([N+](=O)[O-])cc3)CC2)cc1	18.2	0.0	-11.0	-0.1

Compound activity (PubChem)
